M. tuberculosis HTS = M. tuberculosis growth inhibition, HTS (AID 449762); 330,000 tested, 0.59% active; inhibition, % at 25 µM, or IC50 in µM where a hit was titrated; M. tuberculosis H37Rv growth inhibition, 7H9 media; higher % means a stronger effect; in the data active means a potency from the dose series; inconclusive means inhibition above about 70% without an active follow-up result;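 further: bacterial growth assessed after seven days of incubation; strong numbers were not always called active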
PhoP GFP inhibition = PhoP regulon inhibitors, Salmonella typhi PhoP promoter GFP reporter, confirmatory (AID 1850) | inhibition, % at 50 µM; hits with a dose series show IC50 in µM | Salmonella Typhi PhoP-promoter GFP reporter, fluorescence, 4 h; higher % means a stronger effect | 310,000 tested, 0.33% active; in the data active means a potency from the dose series; inconclusive means inhibition mostly from about 25% at the one dose, without a potency; inactive means the rest, 99 in 100 with inhibition below about 19%;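 further: 0% = induced wells with vehicle and 100% = uninduced wells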
tuberculosis growth = growth inhibition of non-replicating M. tuberculosis (AID 488890) | 320,000 tested, 0.39% active | Mycobacterium tuberculosis non-replicating, growth inhibition; higher % means a stronger effect | inhibition, % at 25 µM; hits with a dose series show IC50 in µM; in the data active means a potency from the dose series; inconclusive means inhibition mostly from about 82% at the one dose, without a potency; inactive means the rest, 99 in 100 with inhibition below about 76%;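 further: plate controls were DMSO cells for no effect and high antibiotic wells for full effect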
influenza NS1A = H1N1 influenza NS1A inhibitors, functional cell based assay (AID 504329); 340,000 tested, 0.3% active; one-dose inhibition, % at 12.5 µM; IC50 in µM for titrated hits; NS1A functional cell-based assay, percent inhibition; higher % means a stronger effect; in the data active means a potency from the dose series; inconclusive means inhibition above about 27% without an active follow-up result; further: strong numbers were not always called active
inhibitors of VEEV = inhibitors of VEEV TC-83 cytopathic effect, confirmation, Vero cells (AID 588727). Vero cells, VEEV TC-83 cytopathic effect inhibition; higher % means a stronger effect. inhibition, % at 20 µM; hits with a dose series show IC50 in µM. 350,000 tested, 0.13% active; in the data active means a potency from the dose series; inconclusive means inhibition mostly from about 14% at the one dose, without a potency; inactive means the rest, 99 in 100 with inhibition below about 12%; further: strong numbers were not always called active
inhibitors of VEEV 10K pilot screen = recorded beside inhibitors of VEEV, whose call it bears; inhibition, %; measured here: 10K pilot screen inhibition
Numbers without * were called inactive; i = inactive; u = inconclusive; x = no result given. Outcome played no part in choosing rows, and some 1.5% of all compounds hit somewhere here.

SMILES	M. tuberculosis HTS	PhoP GFP inhibition	tuberculosis growth	influenza NS1A	inhibitors of VEEV	others
CCOc1ccc(NC(=S)Nc2ccc(C)c([N+](=O)[O-])c2)cc1	45µM*	9%	u	3%	0.2%
OC(CNC1CCCC1)COc1ccccc1Br (stereo not given)	2%	1%	-2%	-2%	0.5%
O=C(C1CCCN(c2ncnc3c2nc2n3CCCCC2)C1)N1CCN(c2ccccc2F)CC1 (stereo not given)	54%	-14%	18%	-17%	7.3%
Cc1cc(C)n(-c2nncc(-c3ccccc3)n2)n1	-4%	5%	39%	9%	10.0%
O=c1cc(N2CCCCC2)nc2n1CCCS2	-6%	0%	18%	3%	2.6%
COc1cc(/C=N/n2nnnc2N)ccc1OC(C)C	6%	13%	-5%	2%	2.3%
Cc1ccccc1C(=O)OCC(=O)NCC1COc2ccccc2O1 (stereo not given)	x	x	x	-6%	5.6%
O=C(/C=C/c1cccc([N+](=O)[O-])c1)NCCSCc1ccco1	3%	-7%	29%	4%	1.8%
CCOC(=O)C1(CCOc2ccccc2)CCN(Cc2cccn2-c2cccnc2)CC1	2%	-8%	32%	2%	0.4%
O=C(CN1CCCN(S(=O)(=O)c2ccc(F)cc2)CC1)Nc1ccccc1Br	-8%	14%	32%	5%	i
Cc1ccccc1-n1nc(C)c(N=O)c1N	5%	-7%	32%	-4%	0.8%
Cc1nc(NC(=O)c2ccccc2)sc1-c1csc(NCc2ccco2)n1	-1%	-8%	-9%	7%	6.2%
Nc1ccc(Cc2ccc(N)c(O)c2)cc1O	x	x	x	3%	5.4%
CCOC(=O)C1CCN(Cc2nc3ccccc3c(=O)n2-c2ccc(F)cc2)CC1	1%	-9%	12%	4%	1.5%
O=c1ccnc(SCn2nnc3ccccc3c2=O)[nH]1	-12%	3%	-13%	4%	2.1%
COc1ccc(CC(=O)Oc2ccccc2Cl)cc1S(=O)(=O)N1CCOCC1	2%	7%	2%	-2%	2.6%
O=c1[nH]c(SCc2ccc(F)cc2)nc2c1cnn2-c1ccc(F)cc1	-2%	-14%	x	-9%	i
C/C(=N\OC(=O)Nc1ccc(Cl)cc1)c1ccc(F)c(F)c1	9%	0%	17%	2%	2.4%
CC1CCCCN1CCCNC(=O)c1ccc2nc(N3CCCCC3)sc2c1 (stereo not given)	-10%	-14%	9%	7%	i
CCn1cc(CN2CCN(C)C(CCO)C2)c2ccccc21 (stereo not given)	1%	1%	15%	0%	0.8%

Of the compounds above, these contain an NH in an aromatic ring.
SMILES	M. tuberculosis HTS	PhoP GFP inhibition	tuberculosis growth	influenza NS1A	inhibitors of VEEV	others
O=c1ccnc(SCn2nnc3ccccc3c2=O)[nH]1	-12%	3%	-13%	4%	2.1%
O=c1[nH]c(SCc2ccc(F)cc2)nc2c1cnn2-c1ccc(F)cc1	-2%	-14%	x	-9%	i

The list continues.
SMILES	M. tuberculosis HTS	PhoP GFP inhibition	tuberculosis growth	influenza NS1A	inhibitors of VEEV	others
CN(C)NC(=S)NC(=O)C12CC3CC(CC(C3)C1)C2	u	4%	56%	-3%	1.0%
O=C(O)c1ccc(Cl)c(S(=O)(=O)Nc2ccccc2Cc2ccccc2)c1	-1%	1%	0%	-2%	2.7%
COc1ccc(CCNC(=O)c2cc3c(cc2Cl)N2CCCCCC2=NS3(=O)=O)cc1	-1%	2%	6%	-6%	6.0%
O=C(CN1CCCC1)Nc1ccc(OC(F)(F)F)cc1	0%	6%	2%	17%	i
O=C(Nc1nnc(S(=O)(=O)N2CCCC2)s1)c1ccccc1Br	4%	-4%	x	-1%	3.3%
CCc1ccc(NC(=O)C(C)OC(=O)/C=C/c2ccc(O)c(OC)c2)cc1 (stereo not given)	2%	x	1%	-12%	6.4%
O=C1CSC(c2ccccc2)N1c1cccnc1 (stereo not given)	2%	5%	-18%	9%	0.4%
O=C(O)C1CC=CCC1C(=O)Nc1ccccc1C(=O)N1CCN(c2ccc(F)cc2)CC1 (stereo not given)	3%	-7%	-11%	-8%	0.4%
O=C(NCCNC(=O)C1CC2CCC1C2)C1CC2CCC1C2 (stereo not given)	6%	0%	-8%	1%	0.3%
O=C1CN(C(=O)COC(=O)Cc2ccsc2)c2ccccc2N1	-22%	-9%	-3%	0%	i
Cc1ccsc1-c1nc(CSCC(=O)NCc2ccc3c(c2)OCO3)c(C)o1	-3%	2%	4%	7%	1.5%
COC(=O)C1=C(C)NC(=O)CC1c1ccccc1 (stereo not given)	-4%	-9%	-7%	1%	4.0%
NC(=O)CN1C(=O)/C(=c2\sc3nc(=O)c(Cc4ccccc4)nn3c2=O)c2ccccc21	-13%	4%	4%	x	0.1%
CN(C)c1nc(Nc2ccccc2)nc(Oc2ccc(=O)[nH]n2)n1	-3%	1%	6%	-12%	6.7%
CCOc1ccc(/C=C/C(=O)N2CCOCC2)cc1OC	3%	7%	3%	4%	i
O=C(O)/C=C/C(=O)Nc1cccnc1	3%	-2%	u	0%	0.2%
Cn1c(=O)c2c(nc(SCc3ccccc3F)n2C)n(C)c1=O	0%	-4%	12%	-2%	i
O=C(Cc1ccccc1)Nc1c2c(nn1-c1cccc(Cl)c1)CS(=O)(=O)C2	x	-14%	x	-2%	0.4%	inhibitors of VEEV 10K pilot screen=1.0
O=C(COC(=O)c1ccccc1)NCCC1=CCCCC1	-8%	-20%	53%	11%	2.6%
O=C(NCc1cccnc1)Nc1cccc(NC(=O)NCc2cccnc2)c1F	0%	4%	-1%	-12%	7.5%
COc1ccc(NS(=O)(=O)c2cccc(C(=O)O)c2)cc1S(=O)(=O)N1CCCCC1	4%	x	x	-3%	0.2%
CCSc1nnc(NC(=O)NCC(F)(F)F)s1	-1%	-4%	-8%	12%	0.9%
CN(C)c1ccc(NC(=O)CN2C3CCCC2CC(NC(=O)c2ccccc2)C3)cc1 (stereo not given)	49%	1%	16%	18%	2.9%
COC(=O)[C@H]1[C@H]2C[C@@H]3c4[nH]c5cc(OC)ccc5c4CCN3C[C@H]2C[C@@H](OC(=O)/C=C/c2cc(OC)c(OC)c(OC)c2)[C@@H]1OC	u	-15%	72%	17%	3.6%
COc1cc(/C=C2/N=C(c3ccccc3)OC2=O)c(F)cc1OCc1ccccc1	u	-15%	u	4%	0.8%	inhibitors of VEEV 10K pilot screen=3.2
CCC(C)[C@H]1COCCS(=O)(=O)N1Cc1ccccc1F (stereo not given in full)	1%	-2%	6%	-6%	i	inhibitors of VEEV 10K pilot screen=0.2
COc1ccccc1CCCNC(=O)C1CCC(=O)N(CCc2ccc(Cl)cc2)C1 (stereo not given)	50%	-5%	37%	15%	4.6%
COc1ccc(N2CCN(C(=O)Cc3csc(NC(=O)Nc4ccccc4OC)n3)CC2)cc1	u	-1%	20%	10%	8.0%
O=C(CP(=O)(CO)CO)c1ccc(Cl)cc1	-4%	-3%	-8%	-3%	i
COC(=O)[C@H]1C[C@@H]1[C@H](NS(=O)(=O)c1ccccc1)c1ccccc1	0%	0%	-10%	-8%	1.4%	inhibitors of VEEV 10K pilot screen=2.4

Random excerpt: 6 compounds from above
SMILES	M. tuberculosis HTS	PhoP GFP inhibition	tuberculosis growth	influenza NS1A	inhibitors of VEEV	others
COc1ccc(NS(=O)(=O)c2cccc(C(=O)O)c2)cc1S(=O)(=O)N1CCCCC1	4%	x	x	-3%	0.2%
COC(=O)[C@H]1C[C@@H]1[C@H](NS(=O)(=O)c1ccccc1)c1ccccc1	0%	0%	-10%	-8%	1.4%	inhibitors of VEEV 10K pilot screen=2.4
CCSc1nnc(NC(=O)NCC(F)(F)F)s1	-1%	-4%	-8%	12%	0.9%
CCC(C)[C@H]1COCCS(=O)(=O)N1Cc1ccccc1F (stereo not given in full)	1%	-2%	6%	-6%	i	inhibitors of VEEV 10K pilot screen=0.2
O=C(CP(=O)(CO)CO)c1ccc(Cl)cc1	-4%	-3%	-8%	-3%	i
COC(=O)[C@H]1[C@H]2C[C@@H]3c4[nH]c5cc(OC)ccc5c4CCN3C[C@H]2C[C@@H](OC(=O)/C=C/c2cc(OC)c(OC)c(OC)c2)[C@@H]1OC	u	-15%	72%	17%	3.6%

Other structures
SMILES	M. tuberculosis HTS	PhoP GFP inhibition	tuberculosis growth	influenza NS1A	inhibitors of VEEV	others
Cc1cc2cc(C(c3nnnn3C3CCCC3)N(Cc3cccnc3)Cc3ccco3)c(=O)[nH]c2cc1C (stereo not given)	14%	3%	17%	6%	1.1%
OC(CNCCNc1ncccc1C(F)(F)F)COc1ccc(F)cc1 (stereo not given)	-6%	14%	11%	1%	1.3%
O=C1NCCN(Cc2c(F)cccc2Cl)C1CC(=O)N1CCCO1 (stereo not given)	-3%	11%	-5%	-5%	0.7%	inhibitors of VEEV 10K pilot screen=0.6
O=C(C[C@@H]1C/C=C\C[C@@H](Cc2ccc(F)cc2)C(=O)OC[C@@H](Cc2c[nH]c3ccccc23)NC1=O)NCCO	7%	x	x	-3%	5.6%
O=C(Nc1cccc(Cl)c1)Nc1cnccn1	-22%	-8%	-12%	-5%	2.1%
CN(C)S(=O)(=O)c1ccc(C(=O)Oc2ccccc2)cc1	u	-5%	2.4µM*	-2%	0.1%
CN1CCN(CCc2nc3cc(NC(=O)COc4ccc(Cl)cc4)ccc3n2C)CC1	-1%	3%	u	6%	i
O=C(c1ccccc1)c1ccc(CN2C(=O)c3ccccc3C2=O)o1	-2%	-5%	-10%	1%	1.1%
CCCCCCN1C(=O)C(O)=C(C(C)=O)C1c1ccc(Cl)cc1 (stereo not given)	-4%	14%	64%	-15%	1.1%
Cc1ccc(-c2nnn(CC(=O)NCC3COCCO3)n2)o1 (stereo not given)	5%	-1%	-21%	-1%	i
Nc1nc(SCc2ccc(F)cc2)ns1	-9%	6%	54%	-3%	1.0%
CC(C(=O)NCc1ccco1)n1cc([N+](=O)[O-])cn1 (stereo not given)	5%	18%	6%	2%	1.6%
O=C(/C=C/c1ccccc1Cl)NCc1cccs1	-1%	1%	75%	6%	i
COc1cccc(N2CCN(C(=O)c3ccc(CS(=O)c4ccccc4Cl)o3)CC2)c1 (stereo not given)	-5%	6%	33%	-2%	7.6%
C=CCc1cccc(/C=N/NC(=O)COc2ccc(-n3cnnn3)cc2)c1O	5%	-7%	6%	1%	0.3%
CN(C)C(C)(C)C#CCCCCC#CC(C)(C)N(C)C	1%	-2%	-10%	21%	2.1%
CCc1ccc(CN2CCCC(C(=O)Nc3ccc(-c4cscn4)cc3)C2)o1 (stereo not given)	u	-19%	18%	7%	2.8%
O=C(O)C1(NS(=O)(=O)c2ccc(F)c(Cl)c2)CCCCC1	-11%	-1%	-1%	0%	3.5%
Cc1ccc(N/N=C/c2c(O)cc(C)oc2=O)cc1	30%	3%	-10%	5%	2.4%
Cn1nc(C(=O)NNC(=O)Cc2ccc(S(=O)(=O)N3CCOCC3)s2)c2ccccc2c1=O	x	x	x	-11%	0.9%
CCOC(=O)c1c(-c2ccccc2)csc1NC(=O)CCN1CCOCC1	-4%	-15%	i	-8%	9.6%
CCOC(=O)C1CCCN(C(=O)Cn2cnc3c2c(=O)n(C)c(=O)n3C)C1 (stereo not given)	-20%	11%	3%	-2%	1.8%
COCCCC1CCN(C(=O)C2CCC(=O)N(CCc3cccc(F)c3)C2)CC1 (stereo not given)	-2%	-8%	-7%	-13%	1.2%
COc1ccc(-c2c(C)c3ccc(O)cc3oc2=O)cc1	6%	8%	-1%	-5%	0.9%
CCNS(=O)(=O)c1ccc(NC(=O)Nc2ccccc2OC)cc1	1%	4%	-12%	9%	4.5%
COc1ccccc1N1CCN(CCCCOc2ccc(C)cc2C)CC1	4%	-7%	23%	-2%	i
CCOC(=O)[C@H]1[C@H]2COc3ccc(C)cc3[C@@H]2N2C(=O)c3ccc(Cl)cc3NC(=O)[C@@]12C	-4%	x	5%	8%	0.7%
CCOC(=O)c1[nH]n(-c2ccc(Cl)cc2)c(=O)c1C	9%	-4%	29%	-7%	1.0%
COc1ccccc1-c1nc(C#N)c(N2CCN(c3ccccc3)CC2)o1	3%	3%	1%	4%	7.6%
COc1ccc(S(=O)(=O)N2CCCCCC2)cc1C(=O)OCc1cccc(OC)c1OC	2%	4%	11%	-6%	7.4%
O=P(NC1CCCCC1)(c1ccccc1)c1ccccc1	x	x	x	-6%	i
COc1ccc(NC(=O)CCn2cccc2)c(OC)c1	-6%	4%	20%	8%	1.2%
O=S(=O)(Nc1ccc2c(c1)OCO2)c1cccs1	17%	-9%	-16%	0%	1.0%
COCCCN1C(=O)c2ccc(C(=O)Nc3ccccc3Cl)cc2C1=O	3%	-8%	18%	16%	0.2%
CC(C)(C)N(NC(=O)Nc1ccc(F)cc1)C(=O)c1ccccc1	4%	-3%	-3%	-6%	0.9%
COc1ccc(C(NC(=O)c2ccc(F)cc2)c2ccccc2)cc1 (stereo not given)	-10%	-28%	-23%	29%	i
COc1ccc(CNC(=O)COc2cccnc2[N+](=O)[O-])cc1	0%	-10%	0%	16%	7.3%
